S100A4 inh HTS: S100A4-myosin IIA interaction inhibition. P26447. AID 652163. 360,000 tested, 0.14% active. inhibition, % at 10.7 µM. S100A4/TAMRA-MyoIIA peptide fluorescence polarization;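 active means mean inhibition of at least 70% across replicates, with every replicate also reaching that level; inconclusive means mean inhibition reaches 70% but some replicates fall short; inactive means mean inhibition below 70%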
Target sequence (P26447 whole entry, looked up): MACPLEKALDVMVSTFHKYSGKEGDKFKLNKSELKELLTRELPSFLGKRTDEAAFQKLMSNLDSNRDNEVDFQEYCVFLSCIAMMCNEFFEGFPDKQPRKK
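assay system = human S100A4 monomer with TAMRA-labelled myosin IIA peptide | also added = labelled myosin peptide probe, 5 nM | incubation = 5 min between mix addition and reading | control set = DMSO and TFP controls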
E-sel inducer: induces E-selectin expression in human endothelial cells; AID 686992; activation, % at 7.58 µM; 260,000 tested, 0.37% active; HUVEC E-selectin immunofluorescence imaging; normalized: neutral wells 0, TNF-alpha wells 100;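 active means mean E-selectin-positive cell signal at least 10% of the positive control, reached in at least 60% of replicates, without over 20% cell loss; inconclusive means no rule given, readout overlaps actives, possibly toxicity-flagged; inactive means the rest, including those meeting only one limit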;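 further: in these data hits start at about 27%; measured in HUVEC primary endothelial cells; signal is the percent of cells scored E-selectin positive by PE staining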
Target sequence (P16581 whole entry, looked up): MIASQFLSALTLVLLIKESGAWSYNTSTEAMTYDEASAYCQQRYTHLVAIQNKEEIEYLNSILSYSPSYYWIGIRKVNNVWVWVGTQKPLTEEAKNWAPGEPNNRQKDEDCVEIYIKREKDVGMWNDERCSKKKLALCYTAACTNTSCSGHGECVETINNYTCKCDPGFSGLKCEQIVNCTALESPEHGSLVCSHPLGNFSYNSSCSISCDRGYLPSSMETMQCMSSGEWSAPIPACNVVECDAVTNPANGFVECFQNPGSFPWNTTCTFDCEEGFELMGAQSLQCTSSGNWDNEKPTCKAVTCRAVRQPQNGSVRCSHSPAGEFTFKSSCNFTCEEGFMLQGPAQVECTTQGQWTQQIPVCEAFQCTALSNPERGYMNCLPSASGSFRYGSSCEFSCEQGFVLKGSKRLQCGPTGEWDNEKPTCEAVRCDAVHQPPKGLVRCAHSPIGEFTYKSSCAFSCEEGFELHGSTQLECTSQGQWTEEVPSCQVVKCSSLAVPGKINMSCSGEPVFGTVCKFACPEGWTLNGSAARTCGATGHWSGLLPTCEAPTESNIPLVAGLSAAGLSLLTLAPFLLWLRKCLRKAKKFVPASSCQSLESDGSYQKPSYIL
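Read-out basis: % PE-positive cells; Test system: HUVEC primary endothelial cells; Technique: immunofluorescence imaging; Dosing: single-point compound dose.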
EWS-Fli inh: inhibitors of EWS/Fli oncoprotein transcriptional activity; A673 NR0B1-luciferase reporter, viability-normalised; inhibition, % at 12.6 µM; 350,000 tested, 0.67% active; AID 651661;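 active means mean inhibition of at least 50% after viability correction, with every replicate also passing that limit; inconclusive means mean reaches 50% but only one of two replicates passes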;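 further: firefly luciferase signal divided by Alamar Blue viability fluorescence both relative to DMSO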
Xi reactivation: activators of X-chromosome reactivation in mouse fibroblasts | XiGFP mouse fibroblasts, % GFP-positive cells imaging, 3 d; cells co-treated with 5-aza-dC sensitizer; scaled so ellipticine positive control = 100% | activation, % at 7.58 µM | 360,000 tested, 0.055% active;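 active means mean normalized replicate activation at least 10% and every replicate at or above 10%; inconclusive means only one of the two criteria met; inactive means mean below 10% and not all replicates reach 10%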;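 further: 0% = median of on-plate neutral control wells and 100% = ellipticine 6 µM median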
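assay system = SV40-immortalized XiGFP fibroblast cells, line 68-5-11 | buffer or medium = DMEM plus 5-aza-dC sensitizer | doses = single-point pinned compound dosing | times = 3-day compound exposure, then 15 min fixation at room temperature | benchmarks = positive control ellipticine, 6 µM final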
RAD52 inh: blocks human RAD52 DNA annealing; inhibition, % at 18.7 µM; 360,000 tested, 0.46% active; P43351; recombinant RAD52 DNA annealing, FRET fluorescence;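 active means every replicate showing at least 50% inhibition; inconclusive means mean inhibition at least 50% but not in every replicate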
esBAF inh: blocks esBAF chromatin remodeling in mouse ES cells. Bmi1-luciferase knock-in reporter, 24 h; 100% = twice the neutral-well signal. reporter increase, % at 12.5 µM. 350,000 tested, 2% active. AID 602393; in the data active means activation above about 40%; inconclusive means no clear call, values can overlap the other calls;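 further: 0% = median of the plate's neutral control wells and 100% = double that signal; a rise in the Bmi1 reporter signal indicates esBAF inhibition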
FN deposition inh: fibronectin deposition inhibition; AH1F fibroblasts, Alexa488-fibronectin deposition fluorescence, overnight; inhibition, % at 12.6 µM; 350,000 tested, 0.086% active;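 active means mean inhibition across replicates of 30% or more, regardless of how many single replicates reach that level; inconclusive means mean under 30% yet at least half of replicates reach 30%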;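 further: positive control wells lacked labelled fibronectin entirely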
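Assay system: AH1F fibroblasts assembling fluorescent fibronectin matrix; Amount: 10000 AH1F cells per well; Buffer or medium: DMEM, 2% serum; Probe or stimulus: Alexa488-fibronectin, 24 nM final in well; Doses: single compound dose, delivered by pin transfer; Incubation: 1 h adhesion, overnight exposure; Measured by: fluorescence 485/525 nm; Read-out: fibronectin deposition inhibition.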
RAD54 inh: inhibitors of human RAD54 branch migration; Q92698; RAD54 Holliday junction branch migration, FAM/BHQ fluorescence; inhibition, % at 10.4 µM; 360,000 tested, 0.14% active;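 active means mean normalized replicate activity at least 40 and at least half of replicates scoring 40 or more; inconclusive means only one of the two criteria met; inactive means mean below 40 and under half of replicates reaching 40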;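 further: 0% = median of neutral control wells and 100% = median of positive control wells; inhibitors cause a drop in the FAM fluorescence signal; in these data hits start at about 50%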
The depositor's hits bear a star; ? = inconclusive; · = not tested or not shown. No enrichment for hits. About 3% of those tested had a hit in this group.

SMILES	S100A4 inh HTS	E-sel inducer	EWS-Fli inh	Xi reactivation	RAD52 inh	esBAF inh	FN deposition inh	RAD54 inh
CCN(Cc1ccccc1)C(=O)c1nn(-c2ccc(OC)cc2)c(=O)c2c1c1ccccc1n2C	4.8	-1.1	8.7	0.0	-7.0	2.3	-2.2	·
O=C(COc1ccc(Cl)cc1)NCCS(=O)(=O)N1CCN(c2ccccc2F)CC1	0.7	·	-5.7	0.0	4.9	-5.7	5.1	6.0
CCOc1ccc(NC(=O)C2CCCN(S(=O)(=O)c3ccc4c(c3)CCCN4C(C)=O)C2)cc1 (configuration not stated)	2.5	4.5	11.8	0.0	-24.6	3.0	1.8	-11.5
CCOc1cc(NC(=S)NCCCN2CCOCC2)c(OCC)cc1NC(=O)c1ccccc1	-2.6	·	2.1	0.0	-8.3	-4.9	-0.4	11.7
C[C@H](CO)N1C[C@H](C)[C@@H](CN(C)Cc2ccc(C(=O)Nc3ccccc3N)cc2)Oc2ccc(NC(=O)Cc3ccccc3)cc2CC1=O	-7.2	-3.4	-1.2	-0.2	36.1	·	·	·
C/C=C/c1ccc([C@H]2[C@@H](CO)N(C(=O)CC)[C@H]2CN(C)C(=O)C2CC2)cc1	·	-0.1	-0.4	0.0	·	5.9	-2.9	-0.6
O=C(NCc1ccccc1)/C(=C/c1ccc([N+](=O)[O-])cc1)NC(=O)c1ccco1	2.1	·	-2.1	0.1	-38.4	-4.1	-4.5	-11.4
CC(NC(=O)c1ccccc1N)c1ccccc1 (configuration not stated)	-1.4	0.9	-11.3	0.1	-47.3	·	-0.9	·
COc1cccc(-n2c([S-])c(C(=O)Nc3ccc(S(=O)(=O)N4CCOCC4)cc3)[n+]3cc(C(N)=O)ccc23)c1	-3.5	·	5.4	-0.2	-27.6	1.7	-2.7	4.9
COc1ccc(-c2[nH]ncc2/C=N\NC(=O)c2cccs2)cc1OC	-3.3	0.1	-6.8	0.3	-2.1	·	·	-9.0
NCC[C@H]1CC[C@@H](NC(=O)NC2CCCCC2)[C@H](CO)O1	-10.9	3.8	-3.5	-0.1	10.3	1.6	0.9	5.2
CCOC(=O)N1CCC(=C2c3ccc(Cl)cc3CCc3cccnc32)CC1	-6.1	1.6	15.2	0.2	-3.6	2.0	-17.1	0.9

Looked up by compound from the list above (2):
SMILES	S100A4 inh HTS	E-sel inducer	EWS-Fli inh	Xi reactivation	RAD52 inh	esBAF inh	FN deposition inh	RAD54 inh
O=C(NCc1ccccc1)/C(=C/c1ccc([N+](=O)[O-])cc1)NC(=O)c1ccco1	2.1	·	-2.1	0.1	-38.4	-4.1	-4.5	-11.4
COc1ccc(-c2[nH]ncc2/C=N\NC(=O)c2cccs2)cc1OC	-3.3	0.1	-6.8	0.3	-2.1	·	·	-9.0

Next section
SMILES	S100A4 inh HTS	E-sel inducer	EWS-Fli inh	Xi reactivation	RAD52 inh	esBAF inh	FN deposition inh	RAD54 inh
CCN(CC(=O)Nc1ccc2c(c1)OCCO2)C(=O)c1cccc(S(=O)(=O)N2CCOCC2)c1	·	-1.8	·	·	·	5.9	-0.9	-14.5
O=C(CSc1nccc2ccccc12)N1CCN(c2ccccn2)CC1	-1.7	·	-4.8	0.0	-30.3	4.2	-1.4	1.3
COc1ccc(NC(=O)N(C)C[C@H]2Oc3c(NC(=O)NC(C)C)cccc3C(=O)N([C@H](C)CO)C[C@@H]2C)cc1	-3.0	0.0	-2.0	0.1	-14.2	-0.9	-11.1	4.1
CN1C(=O)c2cc(NC(=O)c3cscn3)ccc2OC[C@H]2O[C@@H](CC(=O)NCC3CC3)CC[C@H]21	·	0.0	-2.0	0.1	·	1.7	-10.7	-3.3
CC(=O)Oc1ccc(N2C(=O)C3C4C=CC(C5CC45)C3C2=O)cc1[N+](=O)[O-] (configuration not stated)	7.1	0.0	·	0.0	-6.8	·	1.8	·
CC(C)NC(=O)N1[C@H](CO)[C@H](c2ccccc2)[C@H]1CNC(=O)CN(C)C	·	0.1	2.6	0.3	·	-0.7	-20.1	-1.2
C[C@H](CO)N1C[C@H](C)[C@@H](CN(C)C(=O)Nc2cccc3ccccc23)Oc2ccc(NC(=O)c3ccncc3)cc2C1=O	26.6	21.9	-6.2	0.0	-0.6	-1.6	·	1.2
Cc1nc2ccccc2n1/N=C/c1ccc([N+](=O)[O-])s1	45.7	·	14.4	7.0	-78.9	·	-0.5	·
O=C(CCn1cccn1)N1CCCC(Nc2ccc(F)c(F)c2)C1 (configuration not stated)	-2.9	0.5	5.9	0.2	3.2	0.5	1.8	-10.4
COC(=O)C1CN(S(=O)(=O)c2cc(OC)ccc2OC)CCS1 (configuration not stated)	0.3	-0.1	6.0	0.1	-4.2	0.5	2.0	1.8
COc1ccc(CN(C)C[C@@H]2Oc3c(NC(=O)Nc4ccc(F)cc4)cccc3C(=O)N([C@@H](C)CO)C[C@@H]2C)cc1	4.0	-4.6	4.8	0.0	10.2	7.8	·	1.1
CCN(CC(=O)NCc1ccc(Cl)cc1)C(=O)CSc1cccc(C(F)(F)F)c1	-3.4	0.5	0.1	0.2	-7.6	·	-12.3	·
CCCCCCCNC(=O)C1(CC2CC(c3cccc(Br)c3)=NO2)CCNCC1 (configuration not stated)	-7.2	-0.1	40.8	-0.1	-10.1	-86.1	3.7	13.4
O=[N+]([O-])c1ccc(-c2cnc(SC(c3ccccc3)c3ccccc3)[nH]2)cc1	-3.4	·	6.7	0.2	-23.5	·	1.3	·
C=CCN1[C@@H](CC(C)C)COc2cccc(NCCCN3CCOCC3)c2S1(=O)=O	-4.3	0.3	9.7	0.1	13.1	·	-1.1	·
C[C@H]1CN([C@@H](C)CO)S(=O)(=O)c2ccc(C#Cc3ccccc3F)cc2O[C@H]1CN(C)C(=O)c1ccc2c(c1)OCO2	-4.9	-0.2	22.2	-0.4	-12.0	18.6	·	0.1
CN(C)C(=O)c1ccc(-c2ccc([C@H]3[C@H](C#N)N(C(=O)C4CC4)[C@H]3CO)cc2)cc1	-1.6	-0.1	6.2	0.2	-19.7	-5.2	-2.8	-17.1
COc1ccc(CCNC(=O)CN(C)S(=O)(=O)c2cccs2)cc1	-3.9	·	-10.7	0.3	-6.0	0.0	-9.8	1.5
CC(=O)Nc1ccc2c(c1)C(=O)N(C)[C@H]1CC[C@H](CC(=O)NCC3CC3)O[C@H]1CO2	-21.9	-0.2	-15.6	0.2	1.0	5.6	-13.6	0.4
N#C[C@H]1[C@H](c2ccccc2C2=CCCCC2)[C@@H](CO)N1C(=O)Cc1ccncc1	·	0.1	-4.8	0.0	·	·	-3.4	·
CC=Cc1ccc2n(c1=O)C[C@H]1[C@H](CO)[C@@H](C(=O)NCCC)[C@@H]2N1C(=O)C1CCC1 (mixture of isomers)	-2.2	0.1	1.6	0.9	-17.0	·	·	·
Cc1ccc(-c2ccc(=O)n(CC(=O)NCCCN3CCCCC3)n2)cc1	-14.3	·	4.2	·	4.9	-11.6	·	5.3
COCc1c(C(=O)N2CCN(S(=O)(=O)c3ccccc3Cl)CC2)oc2ccccc12	-9.5	·	2.1	-0.1	-14.0	-1.5	5.0	-7.0
O=C(Nc1ccc(Cl)cc1)N[C@@H]1CC[C@H](CCNC(=O)c2ccccc2F)O[C@@H]1CO	?	-0.1	2.6	0.3	-4.3	-3.8	1.7	0.9
C[C@@H]1CCCCO[C@H](CN(C)S(=O)(=O)c2cccs2)[C@@H](C)CN([C@H](C)CO)C(=O)c2cc(NC(=O)Cc3ccccc3)ccc2O1	·	0.1	-0.2	0.0	·	-1.1	·	8.9
CCN(CC)C(=O)CSc1nnc(SC(C)C(=O)NC2CC2)s1 (configuration not stated)	0.9	·	-0.8	0.2	-11.8	-3.9	-6.2	14.6
O=C(Nc1ccc(C(=O)N2CCCCC2)cc1)[C@H]1O[C@@H](n2ccc(=O)[nH]c2=O)[C@H](O)[C@@H]1O	-2.1	2.5	6.2	0.1	-7.2	-3.0	4.2	6.3
C[C@@H]1CCCCO[C@H](CN(C)C(=O)Nc2ccc(C(F)(F)F)cc2)[C@@H](C)CN([C@@H](C)CO)C(=O)c2cc(NC(=O)Nc3ccccc3)ccc2O1	-12.7	0.1	-10.8	0.0	13.3	-6.3	-8.9	-4.7
CCOC(=O)N(O)c1ccc(C=Cc2ccccc2)cc1	-4.7	0.3	-62.7	0.1	-3.2	·	-5.2	·
CCCc1nn2c(=O)cc(CSCC(=O)Nc3ccc(OC)cc3)nc2s1	-3.4	·	4.9	-0.1	-10.6	3.9	-7.6	4.9
CCN(CC)c1ccc([N+](=O)[O-])cc1/C=N/NC(=O)CC#N	1.7	-2.2	-2.2	-0.7	-15.5	·	-2.7	·
COc1ccc(NC(=O)N(C)C[C@@H]2OCCCC[C@@H](C)Oc3ccc(NC(=O)c4ccccc4)cc3C(=O)N([C@H](C)CO)C[C@@H]2C)cc1	-2.4	-0.1	-11.0	-0.1	-6.4	1.7	6.3	5.5
Clc1c(OCCCn2ccnc2)ccc2ccccc12	-1.8	0.0	-19.5	0.1	24.5	9.4	5.2	3.8
Cc1cc(C)cc(NC(=O)Nc2ccc3c(c2)C(=O)N(C)[C@H]2CC[C@H](CC(=O)O)O[C@@H]2CO3)c1	·	0.1	-0.4	0.0	·	-5.9	6.4	-11.6
Nc1ccccc1C(=O)Nc1nccs1	-7.1	·	-20.1	0.2	-11.7	38.1	10.6	-3.5
COc1ccccc1-n1ccnc(SCC(=O)NCc2ccccc2Cl)c1=O	6.9	-0.1	-5.6	0.6	-7.2	4.2	-9.2	-11.7
O=[N+]([O-])c1ccccc1/C=C/C=N/Nc1ccc(S(=O)(=O)Nc2ccc(Cl)cc2)cc1[N+](=O)[O-]	-3.8	0.5	4.5	0.3	-7.1	11.0	-7.3	0.0
O=C(Nc1cc(S(=O)(=O)N2CCOCC2)ccc1N1CCCC1)c1ccc2c(c1)S(=O)(=O)c1ccccc1C2=O	3.7	·	21.4	0.0	-68.1	·	·	·
O=C(NCc1cccc(C(F)(F)F)c1)c1cccc(Cl)c1Cl	-0.6	0.0	1.9	0.3	-11.4	·	6.6	·
COc1cc(C(=O)NCc2nc(C)cs2)ccc1OC1CCN(C(C)=O)CC1	-5.1	-0.1	·	-0.1	-4.8	1.2	2.9	-3.1
C[C@@H]1CN([C@H](C)CO)C(=O)c2cccc(NS(=O)(=O)c3ccc(Cl)cc3)c2O[C@H]1CN(C)Cc1ccccc1	-10.7	-0.4	-0.5	-0.1	-4.1	-1.5	·	-7.9
Cc1nn(C)cc1/C=N/NC(=S)Nc1ccc(Cl)cc1Cl	·	·	·	-0.1	·	14.9	-5.7	-5.6
Cc1onc(-c2ccccc2Cl)c1C(=O)N1CCCCC1C(=O)O (configuration not stated)	-0.4	·	4.0	0.0	-10.6	-4.3	-1.3	-8.6
Cc1onc(-c2ccc(Cl)cc2Cl)c1C(=O)/C=C/N(C)C	-8.3	·	0.9	0.0	-17.4	·	-2.9	·
